Compound activity deposited in PubChem BioAssay by The Scripps Research Institute Molecular Screening Center.
TEAD-YAP inh = TEAD-YAP interaction inhibition, primary screen, TEAD-YAP interaction inhibitor project, luminescence, HEK-TIYL cells; AID 1259422, 2018; inhibition, % at 9.12 µM; TEAD-Gal4/YAP UAS-luciferase luminescence; 640,000 compounds, 1.4% hits; in the data active = inhibition above about 32%;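 also: 0% = median of test compound wells and 100% = reference inhibitor wells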
GPR151 ag = activators of human GPR151, primary screen, cell-based, PathHunter beta-arrestin, luminescence. PathHunter beta-arrestin GPR151 cells. G-protein coupled receptor 151 (Homo sapiens), Q8TDV0. 650,000 compounds, 1% hits. activation, % at 11.2 µM; in the data active = activation above about 4.9%;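 also: 0% = median of compound wells and 100% = cells with positive control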
Target sequence (Q8TDV0 whole entry, looked up): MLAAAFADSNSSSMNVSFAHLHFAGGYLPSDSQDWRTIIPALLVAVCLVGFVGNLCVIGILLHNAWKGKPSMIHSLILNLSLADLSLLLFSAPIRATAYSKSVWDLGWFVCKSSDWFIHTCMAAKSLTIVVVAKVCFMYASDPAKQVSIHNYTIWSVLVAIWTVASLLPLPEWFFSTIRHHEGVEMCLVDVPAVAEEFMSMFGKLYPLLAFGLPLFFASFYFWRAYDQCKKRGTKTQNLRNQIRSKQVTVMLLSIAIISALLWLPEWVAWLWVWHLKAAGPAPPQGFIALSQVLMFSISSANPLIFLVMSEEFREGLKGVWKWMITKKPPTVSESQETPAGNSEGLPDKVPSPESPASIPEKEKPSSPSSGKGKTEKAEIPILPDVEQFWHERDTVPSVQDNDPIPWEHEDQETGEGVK
FBW7 act = FBW7 E3 ligase activators, primary screen, biochemical, AlphaScreen, human | normalized activity (activation), % at 26.1 µM | 650,000 compounds, 0.13% hits | F-box/WD repeat-containing protein 7 (Homo sapiens), Q969H0 | AlphaScreen FBW7–phospho-cyclin E peptide binding, activator screen; in the data active = normalized activity above about 1.9%;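 also: purified mutant Fbw7 with reduced substrate affinity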
Target sequence (Q969H0 whole entry, looked up): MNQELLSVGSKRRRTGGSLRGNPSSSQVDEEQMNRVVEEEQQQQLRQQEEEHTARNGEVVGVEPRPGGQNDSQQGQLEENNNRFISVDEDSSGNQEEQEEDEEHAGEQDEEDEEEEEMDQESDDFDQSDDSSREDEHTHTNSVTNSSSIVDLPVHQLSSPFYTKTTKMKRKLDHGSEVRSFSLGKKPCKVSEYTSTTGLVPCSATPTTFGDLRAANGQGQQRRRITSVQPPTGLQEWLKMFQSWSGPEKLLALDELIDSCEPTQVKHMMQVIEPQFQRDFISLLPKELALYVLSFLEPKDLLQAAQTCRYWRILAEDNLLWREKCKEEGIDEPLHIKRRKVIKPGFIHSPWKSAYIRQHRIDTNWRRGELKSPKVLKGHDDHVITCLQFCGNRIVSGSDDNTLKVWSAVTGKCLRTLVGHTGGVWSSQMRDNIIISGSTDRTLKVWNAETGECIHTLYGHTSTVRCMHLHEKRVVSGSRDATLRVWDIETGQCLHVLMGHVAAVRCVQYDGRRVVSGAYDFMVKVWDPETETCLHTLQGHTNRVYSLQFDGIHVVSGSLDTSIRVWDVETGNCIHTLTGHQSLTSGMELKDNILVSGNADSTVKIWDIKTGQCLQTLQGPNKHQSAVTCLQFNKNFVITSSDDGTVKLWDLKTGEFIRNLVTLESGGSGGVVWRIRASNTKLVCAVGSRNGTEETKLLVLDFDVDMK
MITF inh = MITF inhibitors, primary screen, biochemical, AlphaScreen, human. AlphaScreen MITF homodimerization, bead proximity signal. inhibition, % at 2.6 µM. 650,000 compounds, 0.91% hits. AID 1259374, 2018; in the data active = inhibition above about 50%;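 also: 0% = vehicle wells with protein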
* hit, by the source's call; & = joins results of further samples.

For COc1ccc(CCNC(=O)CCCCCn2c(SCc3ccc(F)cc3Cl)nc3ccsc3c2=O)cc1OC the results were TEAD-YAP inh 1, GPR151 ag -0.3, FBW7 act 0.0 and MITF inh 2.
For CC1CN(CC(O)Cn2c3ccccc3c3ccccc32)CC(C)O1 (stereo not drawn) the results were TEAD-YAP inh 1, GPR151 ag -0.4, FBW7 act 0.0 and MITF inh 18.
Cc1ccccc1-c1cc(Nc2ccccc2C(N)=O)ccn1 was read as TEAD-YAP inh -21, GPR151 ag -0.4, FBW7 act 0.0 and MITF inh 1.
`O=C(Nc1cccc(Cl)c1)c1ccc2c(=O)n(Cc3cccc(Br)c3)c(=S)[nH]c2c1` gave TEAD-YAP inh 2, GPR151 ag 1.2, FBW7 act 0.0 and MITF inh 11.
`O=C(O)c1ccc(NS(=O)(=O)c2cccc(F)c2)cc1` gave TEAD-YAP inh -6, GPR151 ag 0.2, FBW7 act 0.0 and MITF inh -8.
Screening CC(C)(C)C(=O)Nc1c2c(nn1C(C)(C)C)CS(=O)(=O)C2 returned TEAD-YAP inh 7, GPR151 ag -0.4, FBW7 act 0.0 and MITF inh -17.
Screening CNS(=O)(=O)c1cccc(C(=O)OCc2c(F)cccc2Cl)c1 returned TEAD-YAP inh 1, GPR151 ag -0.9, FBW7 act 0.0 and MITF inh 6.
Cc1ccc(SCC(=O)N2CC(C)OC(C)C2)cc1 (stereo not drawn) was read as TEAD-YAP inh -7, GPR151 ag -0.3, FBW7 act 0.0 and MITF inh -14.
For O=C(NC1CCCCC1)C(=Cc1ccc(O)c(O)c1)C(=O)NC1CCCCC1 the results were TEAD-YAP inh -19, GPR151 ag 2.6, FBW7 act -0.5 and MITF inh -33.
O=C(CCN1C(=O)c2ccccc2C1=O)Nc1ccc([N+](=O)[O-])cc1O was read as TEAD-YAP inh -5, GPR151 ag 1.1, FBW7 act 0.0 and MITF inh 3.
Screening O=c1ccc(-c2ccco2)cn1Cc1ccccc1 returned TEAD-YAP inh 6, GPR151 ag 0.0, FBW7 act -0.1 and MITF inh -7.
For O=C(N/N=C/C=C/c1ccco1)c1ccncc1 the results were TEAD-YAP inh 5, GPR151 ag -0.3, FBW7 act -0.5 and MITF inh 67*.
`NC(=O)c1cccc(-c2cnn3c(N4CCN(C(=O)c5ccco5)CC4)ccnc23)c1` gave TEAD-YAP inh 6, GPR151 ag -0.3, FBW7 act 0.6 and MITF inh 14.
Screening CCN(CC(=O)N1CCOCC1)S(=O)(=O)c1ccc(C)cc1 returned TEAD-YAP inh 13, GPR151 ag 2.2, FBW7 act -0.1 and MITF inh 13.
CCCC(=O)Nc1ccccc1NC(=O)COc1ccc(Cl)cc1 was read as TEAD-YAP inh 5, GPR151 ag -0.3, FBW7 act -0.1 and MITF inh -2.
For Cc1ccc(C)c(CSc2ncc(CO)n2CC(=O)NCc2ccc(Cl)cc2)c1 the results were TEAD-YAP inh 6, GPR151 ag 0.7, FBW7 act 0.0 and MITF inh 12.
Screening N#Cc1ccc(NC(=O)COc2ncnc3c(Cl)cc(Cl)cc23)cc1 returned TEAD-YAP inh 1, GPR151 ag 0.5, FBW7 act 0.0 and MITF inh 12.
Screening Cc1ccc(NC(=O)CCCN2C(=O)c3cccnc3C2=O)cc1F returned TEAD-YAP inh 13, GPR151 ag -0.4, FBW7 act 0.1 and MITF inh 20.
c1ccc(N2N=C(c3cccs3)CC2c2cn(-c3ccccc3)nc2-c2cc3ccccc3o2)cc1 (stereo not drawn) was read as TEAD-YAP inh 7, GPR151 ag 2.3, FBW7 act -0.1 and MITF inh 0.
For CCOC(=O)c1c2c(n3ccc(C)cc13)C(=O)c1ccccc1C2=O the results were TEAD-YAP inh -1, GPR151 ag -1.4, FBW7 act 0.3 and MITF inh 10.
COCCC(=O)N1CCC(CCC(=O)Nc2cccc(C)c2)CC1 was read as TEAD-YAP inh -7, GPR151 ag -0.9, FBW7 act 0.1 and MITF inh 6.
COc1nc(NCCCN2CCCC2=O)nc(-c2c(C)nn(C)c2C)n1 was read as TEAD-YAP inh -8, GPR151 ag -1.3, FBW7 act 0.0 and MITF inh 7.
Screening Cc1ccc(N2C(=S)N=C(Nc3ccccc3C)C2(C)Cc2ccccc2)cc1 (stereo not drawn) returned TEAD-YAP inh 8, GPR151 ag 0.7, FBW7 act 0.2 and MITF inh 12.
For CCOc1cc(/C=C2\C(=O)NN(c3ccccc3)C2=O)cc(Br)c1O the results were TEAD-YAP inh -14, GPR151 ag -1.3, FBW7 act 0.2 and MITF inh -15.
COc1ccc(-c2cc(-c3c(O)c(OC)c4occc4c3OC)[nH]n2)cc1OC was read as TEAD-YAP inh -7, GPR151 ag -1.1, FBW7 act -0.1 and MITF inh 9.
COc1ccc(CN2CCNC(=O)C2CC(=O)NCCSc2nccn2C)cc1OC (stereo not drawn) was read as TEAD-YAP inh 3, GPR151 ag -1.3, FBW7 act -0.2 and MITF inh -15.
Screening CCC(C(=O)Nc1cc(C)on1)(C(F)(F)F)C(F)(F)F returned TEAD-YAP inh 7, GPR151 ag 0.6, FBW7 act 0.1 and MITF inh 9.
For CCOC(=O)c1c(NC(=O)CSc2nnc(CNC(=O)c3ccco3)n2C2CCCCC2)sc2c1CCCC2 the results were TEAD-YAP inh -3, GPR151 ag -0.4, FBW7 act -0.1 and MITF inh 7.
Cc1ccc(-c2csc3ncc(C(=O)N(CCO)C(C)C)c(=O)n23)cc1 was read as TEAD-YAP inh 0, GPR151 ag 1.1, FBW7 act -0.4 and MITF inh -7.
For COc1cccc(CC2(CO)CCCN(C(=O)CCn3cncn3)C2)c1 (stereo not drawn) the results were TEAD-YAP inh 0, GPR151 ag -1.7, FBW7 act 0.6 and MITF inh 3.
Screening C/C(CC(=O)Nc1ccccn1)=N\NC(=O)CCc1ccccc1 returned TEAD-YAP inh -27, GPR151 ag -1.1, FBW7 act -1.2 and MITF inh -10.
COc1ccc(-c2noc(Nc3cc(F)ccc3F)n2)cc1 was read as TEAD-YAP inh -48, GPR151 ag -7.6, FBW7 act -0.2 and MITF inh 1.
`CCCCN(C)C(=O)c1nc2ccccn2c1CN1CCN(c2ncccn2)CC1` gave TEAD-YAP inh 8, GPR151 ag -0.3, FBW7 act 0.7 and MITF inh 15.
For COC(=O)c1ccc(/C=C(\C#N)C(=O)Nc2ccc(Cl)cc2[N+](=O)[O-])cc1 the results were TEAD-YAP inh 4, GPR151 ag 0.2, FBW7 act 0.2 and MITF inh -12.
N#C/C(=C\c1cc(Cl)cc(Cl)c1O)c1nc2ccccc2[nH]1 was read as TEAD-YAP inh 19, GPR151 ag 1.6, FBW7 act -0.1 and MITF inh 5.
Screening CCOc1ccc(N(C(=O)c2csnn2)C(C(=O)NC(C)(C)C)c2ccccc2)cc1 (stereo not drawn) returned TEAD-YAP inh 2, GPR151 ag 0.3, FBW7 act 0.0 and MITF inh 8.
For CC(NC(=O)COc1ccc(S(=O)(=O)N2CCCC2)cc1[N+](=O)[O-])c1ccccc1 (stereo not drawn) the results were TEAD-YAP inh 16, GPR151 ag 0.3, FBW7 act 0.0 and MITF inh 9.
For O=[N+]([O-])c1ccc(N2CCc3ccccc3C2)c([N+](=O)[O-])c1 the results were TEAD-YAP inh 4, GPR151 ag -0.8, FBW7 act 0.2 and MITF inh -6.
Cn1c2c(c(=O)c3ccccc31)CCCC2 was read as TEAD-YAP inh 9, GPR151 ag 0.4, FBW7 act 0.0 and MITF inh 4.
For CCOC(=O)c1c(C)n(-c2ccccc2)c2ccc(OC(C)=O)cc12 the results were TEAD-YAP inh -4, GPR151 ag -0.2, FBW7 act -0.1 and MITF inh 1.

Two records drawn at random from those above, as already listed:
For COC(=O)c1ccc(/C=C(\C#N)C(=O)Nc2ccc(Cl)cc2[N+](=O)[O-])cc1 the results were TEAD-YAP inh 4, GPR151 ag 0.2, FBW7 act 0.2 and MITF inh -12.
N#C/C(=C\c1cc(Cl)cc(Cl)c1O)c1nc2ccccc2[nH]1 was read as TEAD-YAP inh 19, GPR151 ag 1.6, FBW7 act -0.1 and MITF inh 5.

Next section.
CC1CCN(C(=O)CCc2nnc3n(CCc4ccccc4)c(=O)c4ccccc4n23)CC1 was read as TEAD-YAP inh 3, GPR151 ag -1.0, FBW7 act 0.3 and MITF inh 13.
CCCCCOC(=O)Cn1c(=O)oc2ccc(C)cc21 was read as TEAD-YAP inh -20, GPR151 ag 1.0, FBW7 act 0.0 and MITF inh 1.
`COc1ccc(-c2csc(N(Cc3ccco3)C(=O)CCCl)n2)cc1` gave TEAD-YAP inh -38, GPR151 ag 2.8, FBW7 act 0.0 and MITF inh 5.
`CCCOC(=O)C1=C(C)NC2=C(C(=O)CCC2)C1c1ccco1` (stereo not drawn) gave TEAD-YAP inh 15&-7, GPR151 ag 0.5&-0.6, FBW7 act 0.3&-0.1 and MITF inh 13&-5.
Cc1ccc(C(=O)Cn2c(C(=O)O)cc3ccccc32)cc1 was read as TEAD-YAP inh 4, GPR151 ag 1.3, FBW7 act -0.1 and MITF inh -2.
`CC1CC(C)CN(CCCNc2ncnc3nc[nH]c23)C1` (stereo not drawn) gave TEAD-YAP inh -6, GPR151 ag -0.5, FBW7 act 0.2 and MITF inh 8.
For O=C(CSc1ncn[nH]1)NC1CCCCC1 the results were TEAD-YAP inh 9, GPR151 ag -2.0, FBW7 act 0.3 and MITF inh 16.
For CC(=O)Nc1ccc(NC(=O)c2ccccc2S(=O)(=O)c2ccc([N+](=O)[O-])cc2)cc1 the results were TEAD-YAP inh -1, GPR151 ag -0.2, FBW7 act 0.8 and MITF inh 13.
For CCOC(=O)CCC(=O)N1CCN(C2=NN=C(c3ccccc3)CS2)CC1 the results were TEAD-YAP inh -8, GPR151 ag -1.0, FBW7 act -0.1 and MITF inh 1.
For CSCCC(NS(=O)(=O)c1ccccc1F)C(=O)O (stereo not drawn) the results were TEAD-YAP inh 7, GPR151 ag 1.5, FBW7 act 0.3 and MITF inh -11.
For Cc1ccc(S(=O)(=O)c2ccc(C)c([N+](=O)[O-])c2)cc1[N+](=O)[O-] the results were TEAD-YAP inh 0, GPR151 ag -0.2, FBW7 act 0.2 and MITF inh 14.
`COc1ccc(C2(O)CN(c3ccccc3OC)C3=[N+]2CCCS3)c(F)c1` (stereo not drawn) gave TEAD-YAP inh 26, GPR151 ag 2.6, FBW7 act 0.2 and MITF inh 10.
CC1=C(C(=O)OCc2ccccc2)C(c2cn(-c3ccccc3)nc2-c2cccs2)NC(=O)N1 (stereo not drawn) was read as TEAD-YAP inh -17, GPR151 ag -0.1, FBW7 act -0.1 and MITF inh -8.
For CCN(CC)C(=O)C1c2ccccc2C(=O)N(C)C1c1cn(C)c2ccccc12 (stereo not drawn) the results were TEAD-YAP inh -23, GPR151 ag 3.1, FBW7 act 0.5 and MITF inh 7.
For Cn1cc(/C=N/NC(=O)CNc2ccc3ccccc3c2)c2ccccc21 the results were TEAD-YAP inh -2, GPR151 ag -1.5, FBW7 act 0.2 and MITF inh 5.
For NC1=NC(=O)C2(COC(c3ccccc3Cl)OC2)S1 (stereo not drawn) the results were TEAD-YAP inh 13, GPR151 ag 1.1, FBW7 act 0.2 and MITF inh 14.
For N=c1oc2cc(O)ccc2cc1C(=O)Nc1ccccn1 the results were TEAD-YAP inh -46, GPR151 ag -4.2, FBW7 act 0.1 and MITF inh 0.
Screening CCOc1ccc(-c2cc(=O)n(CCCC(=O)NCc3ccc(Cl)cc3)cn2)cc1 returned TEAD-YAP inh -4, GPR151 ag -0.4, FBW7 act 0.3 and MITF inh -12.
FC(F)(F)c1cccc(Nc2nc(-c3cccnc3)nc3ccccc23)c1 was read as TEAD-YAP inh 5, GPR151 ag -0.8, FBW7 act 0.0 and MITF inh -12.
CCOc1ccc(/C=C/C(=O)Nc2sc3c(c2C(=O)OC)C(C(=O)OC)CC3)cc1 (stereo not drawn) was read as TEAD-YAP inh 4, GPR151 ag -2.0, FBW7 act 0.2 and MITF inh 11.

In the list so far, these contain an aryl methoxy group:
For COc1ccc(CCNC(=O)CCCCCn2c(SCc3ccc(F)cc3Cl)nc3ccsc3c2=O)cc1OC the results were TEAD-YAP inh 1, GPR151 ag -0.3, FBW7 act 0.0 and MITF inh 2.
COc1nc(NCCCN2CCCC2=O)nc(-c2c(C)nn(C)c2C)n1 was read as TEAD-YAP inh -8, GPR151 ag -1.3, FBW7 act 0.0 and MITF inh 7.
COc1ccc(-c2cc(-c3c(O)c(OC)c4occc4c3OC)[nH]n2)cc1OC was read as TEAD-YAP inh -7, GPR151 ag -1.1, FBW7 act -0.1 and MITF inh 9.
COc1ccc(CN2CCNC(=O)C2CC(=O)NCCSc2nccn2C)cc1OC (stereo not drawn) was read as TEAD-YAP inh 3, GPR151 ag -1.3, FBW7 act -0.2 and MITF inh -15.
For COc1cccc(CC2(CO)CCCN(C(=O)CCn3cncn3)C2)c1 (stereo not drawn) the results were TEAD-YAP inh 0, GPR151 ag -1.7, FBW7 act 0.6 and MITF inh 3.
COc1ccc(-c2noc(Nc3cc(F)ccc3F)n2)cc1 was read as TEAD-YAP inh -48, GPR151 ag -7.6, FBW7 act -0.2 and MITF inh 1.
`COc1ccc(-c2csc(N(Cc3ccco3)C(=O)CCCl)n2)cc1` gave TEAD-YAP inh -38, GPR151 ag 2.8, FBW7 act 0.0 and MITF inh 5.
`COc1ccc(C2(O)CN(c3ccccc3OC)C3=[N+]2CCCS3)c(F)c1` (stereo not drawn) gave TEAD-YAP inh 26, GPR151 ag 2.6, FBW7 act 0.2 and MITF inh 10.
